Screening results (PubChem BioAssay)
Cneo AK release: Cryptococcus neoformans lysis via adenylate kinase release. C. neoformans lysis, adenylate kinase release luminescence, 4 h; normalised: neutral wells 0, clomiphene wells 100. lysis activity, % at 15 µM. 360,000 compounds, 0.2% hits;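 active means mean lysis activity across replicates of at least 80%, whatever share of replicates individually reach that level; inactive means mean lysis activity below 80%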
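read-out = cell lysis signal | test system = log-phase Cryptococcus neoformans yeast cells | input = cells at 5 × 10^6 per mL | medium = fresh YPD growth medium | signal = luminescent adenylate kinase detection reagent | timing = 4 h at 37 °C static, read 1 h later | dosing = single dose | controls = Clomiphene as positive lysis control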
GSIS activator: primary screen for activators of insulin secretion dependent on glucose, INS-1E cells, GLuc reporter luminescence | INS-1E GLuc reporter insulin secretion, 2-3 h | activation, % at 16.6 µM | 370,000 compounds, 0.61% hits;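 active means lowest replicate activation of at least 40%, so every replicate reaches that level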;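 further: 0% = median of neutral control wells and 100% = median of IBMX positive control wells; some compounds called inactive have numbers as strong as hits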
ARNT TACC3 PPI: disrupts binding between human ARNT and TACC3; Q9Y6A5; AlphaScreen His-ARNT PAS-B/GST-TACC3 binding, luminescence; TACC3 fragment carries E629A point mutation; inhibition, % at 9.99 µM; 390,000 compounds, 0.66% hits; AID 623870;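 active means mean inhibition of replicates at least 50% and at least half of replicates each reaching 50%; inconclusive means half or more replicates reach 50% but mean below 50%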;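 further: 0% = complete ARNT plus TACC3 wells and 100% = ARNT alone without TACC3; many hits fall short of the cut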
PglD DTNB: PglD (C. jejuni) enzyme inhibition. purified PglD enzyme, DTNB colorimetric CoA detection. inhibition, % at 12.5 µM. 360,000 compounds, 0.098% hits. AID 602405; in the data active means inhibition above about 16%, passing the limit was not always enough; inconclusive means no clear call, values can overlap the other calls; further: strong numbers were not always called active
PAX8 reporter: lowers PAX8-driven luciferase in RMG-I cells | RMG-I TPO-luciferase reporter, SteadyGlo, 24 h | inhibition, % at 12.6 µM | 360,000 compounds, 1.2% hits | AID 652154;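 active means mean replicate inhibition at least 60% with every replicate also reaching 60%; inconclusive means only one of the two criteria is met; inactive means mean below 60% and not all replicates reaching 60%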;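 further: luciferase light reporting Pax8 driven TPO promoter activity; plate controls were median of neutral control wells for no effect and mitoxantrone controls for full effect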
C2C12 statin: suppressors of simvastatin-induced myotoxicity in C2C12 myotubes; 330,000 compounds, 0.78% hits; AID 602340; rescue of ATP level, % at 7.49 µM; ATP luminescence, 48 h; scaled: DMSO 0, geranylgeraniol control 100;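 active means mean ATP rescue above about 67%, or every replicate alone reaching that limit, limit read from the data, passing the limit was not always enough; inconclusive means no clear call, values can overlap the other calls; inactive means mean under the limit and some replicate under it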;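 further: myotubes were challenged with 10 µM simvastatin during compound exposure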
LGR2 antag: blocks bursicon-induced cAMP signaling via Drosophila LGR2. inhibition, % at 9.99 µM. HEK293 LGR2, CRE-luciferase, bursicon-stimulated, 4 h. 380,000 compounds, 0.35% hits;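 active means drop in luminescence signal, shown as inhibition above about 50% in the replicate tests, limit read from the data, passing the limit was not always enough; inconclusive means probably only some replicates passing the limit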;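 further: agonist challenge used bursicon conditioned medium at about half maximal strength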
PGC1a acetyl inh: PGC1a acetylation modulation, inhibitor mode. U2OS PGC1a acetylation, AlphaScreen anti-acetyl-lysine; with virally co-expressed GCN5 acetyltransferase. inhibition, % at 15.6 µM. 350,000 compounds, 0.17% hits. AID 651687;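 active means every replicate shows inhibition of at least 40%; inconclusive means mean inhibition at least 40% but some replicate below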;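 further: 0% = neutral control wells and 100% = positive control wells; some results beyond the cut were filed as inactive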
An asterisk follows results filed as active; ? = inconclusive; / = not tested or not shown.

SMILES	Cneo AK release	GSIS activator	ARNT TACC3 PPI	PglD DTNB	PAX8 reporter	C2C12 statin	LGR2 antag	PGC1a acetyl inh
CNC[C@H]1Oc2ccc(NC(=O)Nc3ccc(C(F)(F)F)cc3)cc2CC(=O)N([C@H](C)CO)C[C@@H]1C	1	-11	1	8	18	-25	5	-1
Cc1nccn1-c1c2c(c(C#N)c3nc4ccccc4n13)CCCC2	4	13	1	0	10	8	-1	39
CCCCCC1CC(=O)NC1(C(=O)OCC)C(=O)OCC (stereo not drawn)	/	20	/	/	2	-1	9	4
O=C(CSc1n[nH]c(=O)n1C1CC1)Nc1ccc(Cl)cc1Cl	3	-8	/	/	-4	11	-12	-1
Cc1ccc(NCC(=O)N/N=C\c2ccc[nH]2)cc1	0	0	/	2	0	/	-11	12
CC(C)CC(=O)N1CCC(O)(CS(=O)(=O)Cc2ccccc2Cl)CC1	2	/	-1	-2	-11	-6	/	/
CN(C)S(=O)(=O)Nc1ccccc1C(N)=O	-1	/	-5	5	-1	/	/	/
CC(C)c1nc(SCC(=O)N2CCCCCC2)c2c(=O)n(C)c(=O)n(C)c2n1	0	-54	1	6	17	-22	-3	1
Cc1ccc(C(CC(=O)N2CCCC2)c2ccccc2)c(O)c1C (stereo not drawn)	0	/	2	-2	/	/	/	-5
O=C(Nc1cc2c(cc1Br)OCCO2)c1cccnc1	2	4	-1	4	-24	6	-9	/
C[C@H]1CN([C@@H](C)CO)C(=O)c2cc(-c3ccncc3)cnc2O[C@@H]1CN(C)S(=O)(=O)c1ccc(F)cc1	6	19	-8	5	-6	10	-6	-4
CCOC(=O)C1CCN(C(=O)/C=C/c2ccc3c(c2)OCO3)CC1	1	4	-3	0	-111	-1	-52	23
COc1ccc2cc(CN(CC3CCCO3)C(=S)NCc3ccco3)c(=O)[nH]c2c1 (stereo not drawn)	/	-7	-2	/	6	/	7	2
CCc1ccccc1NC(=O)COc1cccc(-n2cnnn2)c1	4	11	-6	4	9	11	8	-3
O=C(COC(=O)COc1ccc(Cl)cc1)Nc1ccc(N2CCOCC2)cc1	/	6	-2	/	14	/	1	-4
CCN(CC)S(=O)(=O)c1ccc(/C=C/C(=O)Nc2c(C)n(C)n(-c3ccccc3)c2=O)cc1	/	3	/	/	-1	/	4	18
CCOc1ccc(NS(=O)(=O)c2ccc3c(c2)CCN3C(C)=O)cc1	1	14	-41	-4	6	-11	-3	-24
Oc1ccccc1-c1cc(-c2ccc(Cl)cc2)n[nH]1	-5	-50	-8	-7	-61	18	-61	12
CN(C)S(=O)(=O)c1cccc(NC(=O)COC(=O)/C=C/c2cccs2)c1	1	-2	-3	4	-2	2	5	-2
CC(C)CC#Cc1ccc2c(c1)O[C@H](CN(C)S(=O)(=O)c1cccc(F)c1)[C@@H](C)CN([C@@H](C)CO)S2(=O)=O	2	-37	7	1	/	-18	10	-2
CC(C)(C)c1cc2nc(NCCc3ccc(S(N)(=O)=O)cc3)ccn2n1	0	-5	/	1	6	15	-7	10
CCOC(=O)CSc1nc2cc(OC)ccc2cc1C#N	-6	/	-2	8	-182	3	/	-9
COc1ccc(CNCC(O)(c2ccc(F)cc2)c2ccc(F)cc2)cc1	/	-17	1	/	-13	/	-4	4
Nc1ccc(C(CC(=O)O)n2cccc2)cc1 (stereo not drawn)	-5	16	-8	8	-1	9	7	8
Cc1nnc(SCC(C)C)[nH]c1=O	-1	/	-7	0	/	3	/	-14
CC(=O)c1cccc(OCc2cc(C(=O)NCCC3=CCCCC3)no2)c1	5	-7	-11	-1	-267	39	-49	-3
Cc1[nH]ncc1-c1nc2ccccc2[nH]1	2	-19	6	0	-41	7	-7	/
Cc1ccc2c(c1)c1c3n2CCN(C(=O)C2CC2)C3CCC1 (stereo not drawn)	-1	-10	1	-1	-1	-13	-37	-3
CCn1c(C)nnc1SCC(=O)Nc1ccc2c(c1)OCCO2	-4	17	-5	3	-1	12	19	/
Cc1ccccc1OCCN(C#N)c1nc(N(C)C)nc(N(C)C)n1	/	1	2	/	-4	/	-3	/
CCC(=O)N1C[C@H](O)COC[C@@H]2O[C@@H](CC(=O)NCc3cc(F)cc(F)c3)CC[C@H]21	1	6	-6	13	-14	-1	-5	8
CCOc1ccccc1-n1nnnc1SCC(=O)NCC1(N2CCOCC2)CCCCC1	3	-13	-2	6	13	-21	19	-34
N/C(=N\c1nc(CSc2nc3ccccc3s2)cc(=O)[nH]1)Nc1ccc(F)cc1	/	0	1	/	25	/	2	4
O=C(NCC(=O)N1CC=C(c2ccccc2)CC1)c1ccco1	4	5	-2	0	-22	/	4	/
COc1ccc(S(=O)(=O)Nc2ccc3c(c2)C(=O)N([C@@H](C)CO)C[C@H](C)[C@H](CN(C)Cc2ccc(C(=O)O)cc2)O3)cc1	1	19	-25	4	/	/	8	7
O=C(CSc1cccc2cccnc12)Nc1ccccc1F	4	-6	59*	-4	-24	2	-7	3
O=CN(CCNc1ccccc1)c1ccccc1	/	0	3	/	-64	/	-26	/
Cc1nc2ccc(NC(=S)NC3CCCCC3)cc2nc1C	/	13	29	/	-57	/	-112	/
COc1ccccc1NC(=O)c1ccc(C(=O)c2ccccc2)o1	-1	-7	-1	4	9	3	-15	4
CCOc1ccc(N2C(=O)Cc3ccccc3C2=O)cc1	5	-6	1	1	0	14	-11	43*
COCCNC(=S)NCCc1ccc(Cl)cc1Cl	/	-10	-1	/	-11	/	30	/
C[C@@H]1CN([C@@H](C)CO)C(=O)c2cccc(NC(=O)C3CCCCC3)c2O[C@H]1CN(C)Cc1ccc(Cl)c(Cl)c1	-1	16	2	-2	/	-42	22	3
CC(OC(=O)Cc1n[nH]c(=O)c2ccccc12)C(=O)Nc1ccc(F)cc1 (stereo not drawn)	-2	3	-4	1	2	0	21	/
CCSc1ccc2nnc(-c3cccs3)n2n1	/	15	25	/	-1	/	-11	9
Cc1cccc(OCCCCCn2ccnc2)c1C	3	/	0	2	/	-2	/	-28
O=C(C[C@@H]1C[C@@H]2c3cc(NC(=O)C4CCC4)ccc3O[C@@H]2[C@H](CO)O1)NCc1cccc(F)c1	86*	22	-1	7	-64	-3	6	-4
Cc1cc(C)cc(N(CC(=O)O)S(=O)(=O)c2c(C)[nH]c(=O)[nH]c2=O)c1	4	0	27	2	-9	9	8	8
COc1cc(/C=C/C(=O)OCC(=O)N(C)Cc2ccccc2)cc(OC)c1OC	-3	-10	/	-3	-6	-16	-1	/
CCCNC(=O)N(C)C[C@H]1Oc2cc(-c3cncnc3)ccc2S(=O)(=O)N([C@H](C)CO)C[C@H]1C	-1	6	-3	-2	9	6	-2	2
COc1ccc(CNS(=O)(=O)CCNCc2ccccc2OC)cc1	-1	-8	-4	-2	3	20	-19	/

As entered above:
Cc1cc(C)cc(N(CC(=O)O)S(=O)(=O)c2c(C)[nH]c(=O)[nH]c2=O)c1 – PglD DTNB = 2
CCOc1ccccc1-n1nnnc1SCC(=O)NCC1(N2CCOCC2)CCCCC1 – Cneo AK release = 3
Nc1ccc(C(CC(=O)O)n2cccc2)cc1 (stereo not drawn) – Cneo AK release = -5

Next results follow:
SMILES	Cneo AK release	GSIS activator	ARNT TACC3 PPI	PglD DTNB	PAX8 reporter	C2C12 statin	LGR2 antag	PGC1a acetyl inh
CCOC(=O)N/N=C/c1c(F)c(F)c(F)c(F)c1F	/	7	-5	/	-4	/	4	/
O=C(Nc1ccc(F)cc1F)C1CCCN1S(=O)(=O)c1cccc2nsnc12 (stereo not drawn)	2	-5	0	3	-11	-2	6	3
O=C(Cn1cccc1C(=O)c1ccccc1)NCc1ccccc1Cl	1	9	1	-6	-102	-27	-27	-16
Cc1ccc(S(=O)(=O)Nc2ccc(C(N)=O)cc2)cc1[N+](=O)[O-]	/	7	0	/	-5	/	-40	2
N#Cc1cc2c(=O)n3ccccc3nc2n(Cc2cccnc2)c1=O	-4	2	-4	-4	4	5	-2	?
Cc1noc(C)c1NC(=O)N(C)C[C@H]1Oc2ccc(NS(=O)(=O)c3ccccc3)cc2CC(=O)N([C@H](C)CO)C[C@H]1C	-12	4	0	2	-26	-23	-2	13
O=C(c1ccncc1)N1CC(=O)N2[C@H](CO)[C@H](c3ccc(-c4ccccc4)cc3)[C@@H]2C1	/	7	/	/	-31	/	-9	20
CC(=O)c1cccc(N=Nc2c(-c3ccccc3)[nH]n(-c3ccccc3)c2=O)c1	/	16	-11	/	59	/	-46	10
CCN(CC)CCCn1c2c(c(SCC(=O)N3CCc4ccccc43)nc1=O)CCC2	-1	2	4	4	26	-10	7	/
CNC[C@H]1Oc2cc(C#Cc3cccc(OC)c3)ccc2S(=O)(=O)N([C@@H](C)CO)C[C@@H]1C	2	2	0	7	/	3	-9	-48
O=C(NNS(=O)(=O)c1ccc(Cl)cc1)c1cnn(-c2ccccc2)c1-n1cccc1	1	/	0	0	/	33	/	-1
CC(OC(=O)CCN=C1NS(=O)(=O)c2ccccc21)C(=O)N(C)c1ccccc1 (stereo not drawn)	/	5	-5	/	8	/	5	/
C[C@H]1CN([C@@H](C)CO)C(=O)c2cc(NC(=O)Nc3ccc(F)cc3)ccc2O[C@@H]1CN(C)Cc1ccc(C(=O)O)cc1	-2	9	5	7	-8	-1	11	-6
COc1cccc(NC(=O)CSc2nc3scc(C)c3c(=O)[nH]2)c1	-9	14	-2	-6	0	16	-11	/
CCCCn1nnnc1SCC(=O)c1ccccc1F	/	-1	-2	/	-1	/	-31	/
CCCC#Cc1cnc2c(c1)C(=O)N([C@H](C)CO)C[C@H](C)[C@H](CN(C)C(=O)Cc1cccnc1)O2	3	5	0	2	/	-4	-11	-2
Cc1noc(C)c1NC(=O)Nc1ccc2c(c1)C(=O)N([C@@H](C)CO)C[C@H](C)[C@@H](CN(C)C(=O)C1CCCCC1)OCCCC[C@H](C)O2	-1	5	-4	-3	-12	/	-6	-4
FC(F)(F)c1cccc(NC(=S)NCC2COc3ccccc3O2)c1 (stereo not drawn)	-4	-27	0	15	21	/	-13	-12
Cc1ccsc1/C=C(\C(=O)c1ccc(OC(C)C)cc1)c1nc2ccccc2o1	/	-14	27	/	7	/	9	/
O=C1CCC(c2ccc3c(c2)CCC3)=NN1	/	26	-15	/	-61	/	-10	/
C[C@@H]1CN([C@@H](C)CO)C(=O)c2cc(NS(=O)(=O)c3ccc(Cl)cc3)ccc2O[C@@H](C)CCCCO[C@@H]1CN(C)S(=O)(=O)c1cn(C)cn1	11	-9	/	3	-14	/	9	-17
O=[N+]([O-])c1cccc(COc2ccc(CN3CCOCC3)cc2)c1	-3	18	6	2	-117	-10	2	-5
CC1(C)CC(=O)C=C(c2ccc(F)nc2)C1	0	3	-1	1	-19	12	4	/
O=C(CSc1nnc(Cn2cnc3ccccc32)o1)c1ccccc1	-3	-21	4	-1	-17	11	/	-60
COC(=O)c1ccc(NC(=O)COc2cccc3c2OC(C)(C)C3)cc1	-3	-4	11	3	7	-16	3	-2
Cc1ccc(Cc2cnc(NC(=O)c3cccs3)s2)cc1	2	/	7	5	/	-11	/	-13
CCc1cc(=O)oc2cc(C)cc(OC(C)C(=O)NCc3cccnc3)c12 (stereo not drawn)	-1	70	5	4	3	-1	-11	2
COc1ccc(N2CCN(C(=S)Nc3cc(C)cc(C)c3)CC2)cc1	1	/	-18	-3	/	7	/	-16
S=C(NCCCN1CCOCC1)N1CCN(c2cccc(Cl)c2)CC1	0	-23	3	2	2	-2	25	-2
